Bioassay records as filed in PubChem BioAssay.
BLM inh – blocks DNA unwinding by human BLM helicase; Potency, µM (doses to about 56.1 µM), for the others: at the highest dose activity change, negative = inhibition, usual class: inhibitors; AID 2528; actives 0.2% (n = 350,000); P54132; recombinant BLM DNA unwinding, fluorescence dequenching;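 further: potency means the concentration at half of the fitted maximal effect; plate controls were vehicle for no effect and no enzyme for full effect; nearly all actives have a fitted effect of over 35% in size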
Apoferritin bind – candidate novel general anesthetic via apoferritin binding. P02791. apoferritin/1-aminoanthracene competitive binding, fluorescence. Potency, µM (doses to about 77.5 µM), without a hit: at the top dose activity change, negative = displacement, usual class: inhibitors. actives 0.074% (n = 350,000). AID 485281; further: potency means the concentration at half of the fitted maximal effect; on the % scale 0 is the no-effect control and ±100 the full control effect; nearly all actives have a fitted effect of over 20% in size
Target sequence (P02791 2-175 limits assumed): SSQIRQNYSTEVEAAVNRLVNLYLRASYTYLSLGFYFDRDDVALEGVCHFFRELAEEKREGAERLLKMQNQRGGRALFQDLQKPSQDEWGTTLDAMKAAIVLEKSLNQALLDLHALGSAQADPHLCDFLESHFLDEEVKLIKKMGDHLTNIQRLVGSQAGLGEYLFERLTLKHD
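Apoferritin-based anesthetic binding model; compound displacement of fluorescent 1-AMA measured as endpoint fluorescence after 10 minutes at room temperature, scaled to free-ligand and complex controls.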
Pol iota inh – DNA polymerase iota (human) inhibition; Q9UNA4; Pol iota fluorescent replication assay, 10 min; Potency, µM (top dose mostly 115 µM), for the others: at the highest dose activity, negative = inhibition, usual class: inhibitors; actives 1% (n = 390,000); further: potency means the concentration at half of the fitted maximal effect
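Fluorescent replication assay read twice, at 0 min and 10 min after adding 50 nM (final) substrate. Enzyme (10 nM) and compounds were first incubated 15 min at room temperature; enzyme-free buffer wells were negative controls.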
APE1 inh – APE1 (human) endonuclease inhibition. actives 0.35% (n = 350,000). recombinant APE1, TAMRA/BHQ-2 abasic DNA cleavage fluorescence. P27695. Potency, µM (series often up to 65.8 µM), for inactives: top-dose activity change, negative = inhibition, most hits filed as inhibitors;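 further: potency means the concentration at half of the fitted maximal effect; plate controls were vehicle for no effect and reference inhibitor for full effect; nearly all actives have a fitted effect of over 55% in size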
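Measures dequenching upon AP-site incision of a 5'-TAMRA/3'-BHQ-2 THF-containing duplex, 50 nM; human APE1 0.75 nM after 15 min room-temperature exposure to compound; kinetic three-point read at one-minute spacing.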
RXFP1 antag – RXFP1 (human) relaxin receptor antagonism | Q9HBX9 | HEK293-RXFP1, relaxin-stimulated cAMP HTRF, 30 min; active compounds read low | activity change, negative = inhibition, % at 57.5 µM | actives 0.59% (n = 350,000) | AID 1259400;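 active means activity change of -60% or lower, but not beyond a set lower limit; inconclusive means change between -60% and -40%, or beyond the set limit; inactive means change above -40%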; further: on the % scale 0 is the no-effect control and ±100 the full control effect
PGK inhibitor – inhibitors of T. brucei phosphoglycerate kinase; actives 0.043% (n = 380,000); Potency, µM (top dose mostly 57.5 µM), for inactives: at the top dose activity change, negative = inhibition, actives largely listed as inhibitors; PGK/GAPDH coupled, Kinase-Glo luminescence, 60 min; further: potency means the concentration at half of the fitted maximal effect; on the % scale 0 is the no-effect control and ±100 the full control effect; nearly all actives have a fitted effect of over 60% in size
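Recombinant glycosomal PGK reaction used 1,3-bisphosphoglycerate generated in-well by GAPDH (100nM final) in 100mM TEA pH 7.6, 5mM MgCl2, 0.01% Tween-20. After 60 minutes at room temperature, ATP was read by Kinase-Glo Plus luminescence end-point.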
Pol beta inh – DNA polymerase beta (human) inhibition; actives 1.3% (n = 340,000); Pol beta primer extension/strand displacement, fluorescence kinetic; AID 485314; P06746; Potency, µM (doses to about 114 µM), inactives show at the highest dose activity change, negative = inhibition, actives largely listed as inhibitors; further: potency means the concentration at half of the fitted maximal effect; on the % scale 0 is the no-effect control and ±100 the full control effect
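Homogeneous kinetic assay of primer extension and strand displacement by 10 nM Pol beta, preincubated 15 min at room temperature with compound before 50 nM substrate (final) was added. Read at 0 and 10 min; four-parameter Hill fit.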
POLH inh – blocks human DNA polymerase eta activity. Q9Y253. AID 588591. recombinant Pol eta, fluorescent DNA replication assay. Potency, µM (titrated, usually from 114 µM), for the others: top-dose activity change, negative = inhibition, actives largely listed as inhibitors. actives 1.2% (n = 390,000); further: potency means the concentration at half of the fitted maximal effect; on the % scale 0 is the no-effect control and ±100 the full control effect
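Pol eta at 10 nM preincubated with compounds 15 min at room temperature; reaction started with fluorescent substrate (50 nM final) and read kinetically at 0 and 10 min.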
POLK inh – inhibitors of human DNA polymerase kappa; Q9UBT6; purified Pol kappa, fluorescent DNA synthesis assay, 10 min; Potency, µM (titrated, usually from 107 µM), for the others: top-dose activity, negative = inhibition, actives largely listed as inhibitors; actives 0.53% (n = 400,000); further: potency means the concentration at half of the fitted maximal effect; on the % scale 0 is the no-effect control and ±100 the full control effect
Target sequence (Q9UBT6 whole entry, looked up): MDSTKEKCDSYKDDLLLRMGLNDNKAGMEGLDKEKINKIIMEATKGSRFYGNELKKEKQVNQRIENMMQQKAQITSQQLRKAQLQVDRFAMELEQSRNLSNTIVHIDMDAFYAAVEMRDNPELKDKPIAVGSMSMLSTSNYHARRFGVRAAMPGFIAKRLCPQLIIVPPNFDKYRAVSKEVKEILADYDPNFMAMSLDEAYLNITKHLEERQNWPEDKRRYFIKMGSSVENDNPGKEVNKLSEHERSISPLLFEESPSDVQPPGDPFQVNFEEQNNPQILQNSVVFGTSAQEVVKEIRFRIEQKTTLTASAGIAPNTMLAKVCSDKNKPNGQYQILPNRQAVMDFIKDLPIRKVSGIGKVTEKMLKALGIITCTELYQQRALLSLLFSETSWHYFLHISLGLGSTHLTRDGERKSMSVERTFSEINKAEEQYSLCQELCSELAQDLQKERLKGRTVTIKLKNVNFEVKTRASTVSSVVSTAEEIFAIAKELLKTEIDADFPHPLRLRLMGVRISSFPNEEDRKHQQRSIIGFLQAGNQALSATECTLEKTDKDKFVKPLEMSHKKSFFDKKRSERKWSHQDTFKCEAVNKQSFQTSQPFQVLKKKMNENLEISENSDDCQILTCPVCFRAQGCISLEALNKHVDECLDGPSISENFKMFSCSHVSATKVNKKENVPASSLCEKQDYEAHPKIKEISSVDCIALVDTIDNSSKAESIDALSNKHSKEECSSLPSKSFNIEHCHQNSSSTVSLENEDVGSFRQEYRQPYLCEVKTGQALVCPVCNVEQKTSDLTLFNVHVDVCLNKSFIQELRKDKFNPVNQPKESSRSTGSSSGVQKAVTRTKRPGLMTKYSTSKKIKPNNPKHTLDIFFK
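Readout: fluorescence, taken kinetically at 0 and 10 min. Conditions: 10 nM Pol kappa, 15 min RT compound preincubation, 50 nM substrate final. Controls: enzyme-free buffer wells.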
Starred values were filed as active, the others as inactive; i = inactive; ? = inconclusive; · = not tested or not shown; & = joins results of further samples; [ ] = another dose, or the depositor's remark. Unless noted, the call rests on the fitted dose curve; in most records, active means well fitted curve in the direction sought with a large enough effect; inconclusive means small, poorly fitted or top-dose-only effect, or another doubt; inactive means no such curve, though single readings can be large; an effect the other way counts as inactive or inconclusive. Some of the compounds tested. The share of hits here may be higher or lower than overall.

BLM inh	Apoferritin bind	Pol iota inh	APE1 inh	RXFP1 antag	PGK inhibitor	Pol beta inh	POLH inh	POLK inh	compound
-5%	0%	5%	-4%	7	3%	8%	-12%	-2%	C=CCSc1nnc2c(n1)OC=Nc1ccc(Br)cc1-2
2%	-7%	-90%	·	2	-6%	-4%	-20%	-99%	O=C(O)c1cccc(NC(=O)c2cccc(S(=O)(=O)Nc3cccc(F)c3)c2)c1
-6%	-11%	20%	6%	-3	-13%	-1%	-17%	-9%	O=C(Nc1ccc(O)cc1)c1cc(S(=O)(=O)N2CCCC2)ccc1Cl
0%	-10%	8%	3%	18	-1%	24%	-3%	-3%	CCOC(=O)c1cccc(NC(=O)CSc2nc3ccccc3c(=O)n2CCOC)c1
-6%	-7%	13%	-9%	-7	-10%	12%	1%	3%	S=C(NNc1ccnc2cc(Cl)ccc12)Nc1ccc(Cl)cc1Cl
1%	-4%	-9%	3%	5	-4%	25%	-10%	-5%	Cc1nn(CC(=O)O)c(C)c1[N+](=O)[O-]
-12%[12.4 µM]	2%	11%	?	·	-17%	-12%	-2%	-5%	CC1(OC(=O)C2CCCC2)C(=O)C=C2C=C(c3ccsc3)N(CCc3ccccn3)C=C2C1=O (stereo not given)
-7%	-1%	32%	3%	?	3%[11.5 µM]	-7%	-18%	-8%	CC(=O)N1CCN(c2ccc(NC(=O)c3ccc(C(C)(C)C)cc3)cc2)CC1
-3%	-14%	6%	-1%	-17	-5%	-9%	-4%	-17%	Cc1nnsc1NC(=O)OCc1ccc(C(F)(F)F)cc1
0%	-3%	-18%	26%	-1	-1%	30%	-4%	-9%	CC(C)Cc1nnc(NC(=O)CCC(=O)Nc2ccc(Cl)cc2)s1
-5%	-7%	6%	-1%	3	-1%	30%	-3%	-14%	Cc1c(NC(=O)c2cnn3c2NC(c2ccccc2)CC3C(F)(F)F)c(=O)n(-c2ccccc2)n1C (stereo not given)
·	·	-14%	46%[activator]	-9	-6%	·	-7%	-12%	Cc1ccc(NC(=O)c2ccc3c(c2)OCO3)cc1S(=O)(=O)N1CCOCC1
0%	4%	9%	-3%	9	-4%	20%	-6%	-3%	O=C(NC(=S)NCC1CCCO1)c1cccs1 (stereo not given)
4%	1%	-20%	·	-22	-7%	7%	-3%	-6%	CCOC(=O)c1c(C)oc2nc(C)nc(NCCc3ccc(S(N)(=O)=O)cc3)c12
-1%	-3%	15%	-3%	29	-2%	5%	-12%	-7%	O=C(NC1CC1)C1CC(=O)N(C2CCCCC2)C1 (stereo not given)
·	·	31%[activator]	14%	6	-2%	·	-17%	-4%	CC(C)(CNCc1ccccc1)NS(=O)(=O)c1ccccc1
-10%	38%[activator]	6%	·	-5	i	-11%	-3%	-2%[60.1 µM]	O=c1oc2cc(O)ccc2cc1-c1nc(-c2ccc(Cl)c(Cl)c2)cs1
-10%	-20%	-19%	-9%	-26	-4%	?	-14%	0%	Cc1nn(-c2ccccc2)nc1C(=O)Nc1ccc2c(c1)OCCO2
0%	-8%	-5%	·	·	-1%	-18%	-13%	-5%	CC1=C(C(=O)Nc2cccc(Cl)c2C)C2(CCCCCC2)OC1=O
-4%	-20%	?	-6%	-3	2%	0%	-7%	-9%[60.1 µM]	Cc1cccc(NC(=O)CC2C(=O)NCCN2C(=S)Nc2ccccc2)c1 (stereo not given)
-2%	-6%	21%	28%	4	-8%	3%	-16%	9%	C=CCn1c(=O)c2c(nc3n2CC(C)CN3CCc2ccccc2)n(C)c1=O (stereo not given)
-8%	18%	18%	-1%	-6	-7%	-14%	-26%	-5%	Cc1ccc(S(=O)(=O)NC(C)C(c2cccs2)N2CCN(c3ccccc3)CC2)cc1 (stereo not given)
·	·	21%	23%	-16	-1%	·	-6%	-16%	CCc1ccc(NC(=O)CSc2n[nH]c(=O)n2C2CC2)cc1
-7%	-6%	5%	13%	4	-5%	54%	-26%	-11%	O=C(CCCCCN1C(=O)c2ccccc2C1=O)NCc1ccccn1
1%	-22%	-18%	-1%	-18	-1%	6%	?	-8%	CC1=Nc2cc(C(=O)NCCCOC(C)C)ccc2Sc2ccc(C)cc21

Arranged by the number under APE1 inh (descending): 3 from the list above.
| compound | APE1 inh |
| --- | --- |
| Cc1nn(CC(=O)O)c(C)c1[N+](=O)[O-] | 3% |
| Cc1c(NC(=O)c2cnn3c2NC(c2ccccc2)CC3C(F)(F)F)c(=O)n(-c2ccccc2)n1C (stereo not given) | -1% |
| O=C(NC(=S)NCC1CCCO1)c1cccs1 (stereo not given) | -3% |

(continued)
BLM inh	Apoferritin bind	Pol iota inh	APE1 inh	RXFP1 antag	PGK inhibitor	Pol beta inh	POLH inh	POLK inh	compound
-5%	-5%	-8%[58.9 µM]	1%	-1	-3%	-22%	-20%	-17%	O=C(c1ccccc1F)N1CCCC(C(=O)N2CCc3ccccc3C2)C1 (stereo not given)
-10%	-18%	?	-7%	·	-5%	56µM*	-11%	-20%	COc1cccc(Oc2cc(NN3CCCCC3)c([N+](=O)[O-])cc2[N+](=O)[O-])c1OC
·	·	15%	7%	-1	-8%	·	-18%	-5%	COc1ccc(CNC(=O)COC(=O)c2nc3nc(C)cc(C)n3n2)cc1
-7%	-4%	-14%	0%	-24	i	-1%	-18%	-1%	O=C(/C=C/c1ccccc1)NCCSCc1ccccc1Cl
-10%	-1%	-10%	-2%	-2	i	25%	5%	-1%	O=C(Cn1nnc(-c2ccc(OCc3ccccc3F)cc2)n1)N1CCOCC1
0%	-9%	-1%	-6%	11	-3%	4%	-10%	-4%	CCn1cc(/C=C(\NC(=O)c2ccccc2F)C(=O)N2CCOCC2)c2ccccc21
-17%	7%	22%	5%	-15	-2%	16%	-7%	-2%	Cc1onc(-c2ccc(Cl)cc2)c1-c1ccnn1S(=O)(=O)c1cccc(C(F)(F)F)c1
1%	?	?	10%	-3	i	33%	4%	-16%	Cc1ccc(S(=O)(=O)NNC(=O)CCC(=O)Nc2ccccc2)cc1
-8%	-2%	11%	?	2	-8%	6%	-4%	-7%	COc1ccc(CC(=O)NNc2ncnc3c2cnn3-c2ccc(C)cc2)cc1OC
-1%	-7%	51%[activator]	-1%	0	i	-23%	-17%	0%	CC(C)(C)Sc1ccc([N+](=O)[O-])cc1C(=O)Nc1ccncc1
-3%	-5%	20%	5%	-3	9%	2%	-3%	1%	Cc1ccc(C=NCc2ccncc2)c(O)c1
-13%	?	93%[activator]	11%	-31	i	18%	-25%	-2%	Cn1c(N)c(C(=O)COC(=O)CCOc2ccc(C(C)(C)C)cc2)c(=O)n(C)c1=O
-2%	-15%	-6%	35%	-2	-2%	-28%	-22%	-16%	Cc1nc(C)c(-c2csc(Nc3ccc(N)cc3)n2)s1
-27%	-4%	14µM*	-18%	-4	i	50µM*	32µM*	?	O=C1c2ccccc2C(=O)c2[nH]c(=O)[nH]c21
-5%	-20%	82%[activator]	-3%	-6	-2%	?	-23%	7%	O=C(/C=C/c1ccccc1)Nc1ccc2c(c1)OCCO2
1%	4%	0%	-11%	10	5%	1%	1%	-10%	CN(Cc1ccco1)C(=O)C1CCN(c2nnc(-n3cccc3)s2)CC1
-1%	-12%	7%	-6%	4	-3%	24%	-12%	-18%	CN(C(=O)Cn1cccc1C1=NC(c2ccccc2)CO1)c1ccccc1 (stereo not given)
2%	-9%	165%[activator]	-6%	3	i	59%	3%	-4%	O=C(O)C1C2C=CC(C2)C1C(=O)Nc1cccc(C(F)(F)F)c1 (stereo not given)
·	·	-12%	4%	-17	8%	·	-8%	-12%	Cc1ccc(S(=O)(=O)N2CCC(C(=O)NCc3ccccc3CN3CCCC3)CC2)cc1C
-3%	-5%	-5%	·	-2	-3%	31%	-22%	-2%[60.1 µM]	CC1CCN(C(=O)c2ccccc2NC(=O)c2nsc3ccccc23)CC1
-2%	-6%	9%	-2%	-13	-5%	1%	?	-17%	NC(=O)C1CCN(C2OC(=O)c3ccccc32)CC1 (stereo not given)
·	·	26%	1%	·	-8%	·	-17%	3%	COc1ccc(Cn2nnc3ccccc32)cc1
·	·	0%	9%	-3	5%	·	-4%	-2%	O=C(O)c1cc(NS(=O)(=O)c2cccs2)cc(NS(=O)(=O)c2cccs2)c1
-3%	-10%	-6%	·	·	3%	34%	-7%	2%	COc1ccc(-c2noc(CN3CCN(c4ccccc4OC)CC3)n2)cc1OC
·	·	-4%	9%	-10	-3%	·	-4%	-13%	Cc1nn(C)c(C)c1NC(=O)COc1ccc(F)cc1Br
-2%&1%	-6%&2%	5%&10%	21%	5&-5	i	2%&0%	-4%&4%	10%&-23%	Cc1nc2sccn2c(=O)c1S(=O)(=O)NCc1ccccc1
-1%	2%	147%[activator]	33%	0	-7%	1%	-5%	-25%	Cc1ccc(NC(=O)CCCn2c(=O)[nH]c3ccsc3c2=O)cc1
1%	-4%	17%	-8%	1	i	-2%	-9%	13%	CCC1CCCCN1CCNC(=O)C1CCCN(S(=O)(=O)c2cccc3nsnc23)C1 (stereo not given)
1%	-11%	24%	17%	15	-5%	2%	-16%	-13%	CCc1ccc(N(C(=O)c2csnn2)C(C(=O)NC(C)(C)C)c2ccncc2)cc1 (stereo not given)
-14%	41%[activator]	1%	·	·	-5%	0%	-12%	-8%	COc1ccc(S(=O)(=O)N(CC(=O)Nc2cccc(C(F)(F)F)c2)c2ccc(C)cc2)cc1
-2%	-17%	-2%	-2%	-13	i	5%	-14%	-1%	COCc1nnc(NC(=O)c2sc3ccccc3c2Cl)s1
2%	14%	-12%	·	0	-5%	-21%	-14%	-22%	O=C(c1ccc(F)cc1)N1CCN(CCc2ccncc2)CC1
-2%	-8%	2%	-1%	2	-4%	-10%	3%	-6%[60.1 µM]	Cc1csc(/C(=N\O)c2csc(C)n2)n1
1%	1%	28%	11%	2	-5%	27%	-20%	-4%	CC(C)Cc1nnc(NC(=O)CCC(=O)NC2CCCCC2)s1
3%	-12%	25%	·	-19	i	12%	-18%	-9%[60.1 µM]	Cc1ccc(NC(=O)C2CCCN(S(=O)(=O)c3cccs3)C2)c(C)c1 (stereo not given)
